# RBBP9 inhibitor: human RBBP9 inhibitors, primary screen, biochemical, fluorescence polarization, FP-Rh probe, HTS; Serine hydrolase RBBP9 (Homo sapiens), O75884; recombinant RBBP9; inhibition, % at 7.94 µM; hit rate 0.2% among 220,000;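 active = inhibition above the campaign mean of all tested compounds plus 3 SD, cut at about 14% in these data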;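 also: plate controls were DMSO wells with RBBP9 for no effect and wells lacking RBBP9 protein for full effect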
#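 Test system: recombinant human RBBP9. Quantity: 2.5 µM RBBP9 dispensing solution, before mixing. Detection: FP readout at 525/598 nm. Reagent: Serine-hydrolase probe FP-Rh, 375 nM pre-mixing. Measure: % inhibition. Control set: DMSO-treated enzyme wells and wells lacking RBBP9. Buffer or medium: Tris-NaCl-Pluronic buffer, pH 8.0. Times: preincubation 30 min plus labeling 45 min at 25 °C.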
# Runt-SMMHC FRET: inhibitors of RUNX1 Runt–CBFb-SMMHC binding, primary screen, biochemical, FRET, Cerulean-Runt, Venus-CBFb-SMMHC, uHTS; Cerulean-Runt/Venus-CBFb-SMMHC FRET ratio 530/480, 1 h; AID 1434, 2008; inhibition, % at 20 µM; Runt-related transcription factor 1 (Homo sapiens) + Core-binding factor subunit beta …; hit rate 0.74% among 220,000;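 active = mean inhibition across duplicate retests at 20 µM reaching about 50%, limit read from the data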;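 also: 0% = DMSO wells and 100% = wells with excess untagged CBFb-SMMHC; inhibitors lower the FRET ratio by blocking Runt binding to CBFb-SMMHC; some results filed as inactive read as strong as hits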
# TNF death inh: inhibitors of TNF-alpha triggered necroptosis, primary screen, cell-based, Jurkat FADD-/-, single concentration. Jurkat FADD-/- TNF necroptosis rescue, ATP luminescence, 24 h; 0 = TNF only, 100 = no-TNF cells. activation (protection from cell death), % at 10 µM. hit rate 0.068% among 220,000. AID 463075, 2010;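 active = activation, meaning protection from cell death, of at least 50% relative to plate controls; inactive = activation below 50%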;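 also: necroptosis triggered by 40 ng/mL TNF-alpha added together with compound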
# PERK inh: block of dimerizer-induced PERK translation repression, primary screen, PERK inhibitor project, CHO PERK-DD cells, SEAP luminescence, HTS | hit rate 0.17% among 220,000 | Eukaryotic translation initiation factor 2-alpha kinase 3 (Homo sapiens), Q9NZJ5 | inhibition, % at 5.6 µM | CHO PERK-DD fusion, SEAP luminescence translation reporter;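 active = inhibition above the mean inhibition of all tested compounds plus 3 SD, set separately per screening campaign, cut at about 2.9% in these data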;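 also: PERK kinase domain activated by AP20187 dimerizer at 100 nM; 0% = DMSO with dimerizer and 100% = rapamycin at 8.4 µM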
# Target sequence (Q9NZJ5 whole entry, looked up, the tested form may be a part): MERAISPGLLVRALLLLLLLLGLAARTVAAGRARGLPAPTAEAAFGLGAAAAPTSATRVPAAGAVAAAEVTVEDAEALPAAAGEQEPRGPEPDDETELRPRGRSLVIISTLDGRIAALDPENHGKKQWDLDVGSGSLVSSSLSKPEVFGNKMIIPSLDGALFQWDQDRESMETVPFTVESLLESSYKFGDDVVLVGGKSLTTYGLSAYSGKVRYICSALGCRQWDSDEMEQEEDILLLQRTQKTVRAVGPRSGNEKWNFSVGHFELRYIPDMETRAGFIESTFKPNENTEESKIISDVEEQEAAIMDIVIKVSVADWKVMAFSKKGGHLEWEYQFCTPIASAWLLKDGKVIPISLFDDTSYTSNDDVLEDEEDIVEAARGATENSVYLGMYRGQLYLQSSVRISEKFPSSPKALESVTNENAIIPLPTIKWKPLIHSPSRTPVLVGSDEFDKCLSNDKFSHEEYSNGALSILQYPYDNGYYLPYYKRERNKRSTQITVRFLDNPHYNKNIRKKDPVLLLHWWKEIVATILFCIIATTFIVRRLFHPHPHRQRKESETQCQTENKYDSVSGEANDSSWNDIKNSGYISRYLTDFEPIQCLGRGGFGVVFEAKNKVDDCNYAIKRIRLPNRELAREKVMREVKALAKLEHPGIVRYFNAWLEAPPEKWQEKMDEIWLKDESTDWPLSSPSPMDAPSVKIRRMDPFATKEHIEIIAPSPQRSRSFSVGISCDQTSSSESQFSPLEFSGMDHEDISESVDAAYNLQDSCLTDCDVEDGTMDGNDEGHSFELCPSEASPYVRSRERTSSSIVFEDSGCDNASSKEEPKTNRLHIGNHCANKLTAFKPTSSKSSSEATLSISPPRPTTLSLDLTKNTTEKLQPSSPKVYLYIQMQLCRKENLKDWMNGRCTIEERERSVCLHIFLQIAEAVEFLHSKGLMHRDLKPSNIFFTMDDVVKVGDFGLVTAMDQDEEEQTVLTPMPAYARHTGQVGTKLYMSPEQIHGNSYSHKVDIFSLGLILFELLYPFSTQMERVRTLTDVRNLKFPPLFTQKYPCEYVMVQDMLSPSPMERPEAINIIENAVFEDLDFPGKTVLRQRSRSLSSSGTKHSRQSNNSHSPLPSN
# Hck Nef HTS: inhibitors of Nef-activated human Hck kinase, primary screen, biochemical, Z-Lyte FRET, 384-well, Hck-YEEI; Recombinant Hck-YEEI plus Nef, Z-Lyte FRET kinase assay; inhibition, % at 20 µM; hit rate 0.68% among 220,000;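 active = Hck-Nef kinase inhibition above about 50%, limit read from the data; inactive = inhibition below that limit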;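 also: 0% = DMSO with Hck plus Nef and 100% = Hck alone without Nef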
# EP2 mod: EP2 receptor modulators, cAMP readout, primary screen, cell-based, HTRF cAMP, PGE2 stimulation. Prostaglandin E2 receptor EP2 subtype (Homo sapiens), P43116. EP2-expressing cells, cAMP HTRF FRET, PGE2 co-stimulation. induction, % at 25 µM. hit rate 0.83% among 260,000. AID 940, 2007;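 active = compounds whose cAMP rise, as percent of the full-agonist control response, exceeds 60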;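 also: rat C6 glioma line stably carrying human EP2 under a CMV promoter; the protocol text gives 20 µM as final concentration; 100% = response of wells given 1 µM PGE2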
# Runt-CBFb FRET: inhibitors of RUNX1 Runt–CBFb binding, primary screen, biochemical, FRET, Cerulean-Runt, Venus-CBFb, uHTS; Runt-related transcription factor 1 (Homo sapiens) + Core-binding factor subunit beta …; Cerulean-Runt/Venus-CBFb FRET ratio 530/480, 1 h; inhibition, % at 20 µM; hit rate 0.46% among 220,000; AID 1496, 2009;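 active = inhibition over about 50% at 20 µM in the single-dose screen, limit read from the data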;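 also: 0% = DMSO wells and 100% = excess unlabeled CBFb competitor control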
#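 Measured by: fluorescence energy transfer, 422 nm excitation, 530/480 nm emission; Assay system: Cerulean-Runt domain; Medium: Tris pH 7.5 buffer with BSA; Measure: loss of energy transfer signal; Controls: 5 µM unlabeled CBFb as full-inhibition high control; Incubation: protein complex preformed 1 h, compound exposure 1 h, room temperature, dark.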
# EP2 antag: human EP2 receptor antagonists, primary screen, TR-FRET cAMP, C6 glioma cells; C6 glioma cells expressing human EP2; cells stimulated with saturating PGE2; inhibition, % at 25 µM; hit rate 0.52% among 260,000;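 active = percent inhibition above 40 after rounding to a whole number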;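 also: rat C6 glioma host cells with rolipram phosphodiesterase inhibitor present; the protocol text gives 20 µM as final concentration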
# zVAD death inh: inhibitors of zVAD-triggered necroptosis, primary screen, L929 cells | L929 zVAD necroptosis rescue, ATP luminescence, 24 h; with zVAD 60 µM | viability rescue, % at 10 µM | hit rate 0.38% among 220,000 | AID 1377, 2008;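 active = activation, scaled between plate controls, above about 75%, limit read from the data; inactive = activation under that limit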;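 also: 0% = zVAD with DMSO and 100% = DMSO alone without zVAD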
# The depositor's hits bear a star; x = no result given; & = joins results of further samples. The list is partial; rates above refer to the full screens.
SMILES,RBBP9 inhibitor,Runt-SMMHC FRET,TNF death inh,PERK inh,Hck Nef HTS,EP2 mod,Runt-CBFb FRET,EP2 antag,zVAD death inh
CCOC(=O)C1=C(C)NC(C)=C(C(=O)OCC)C1/C=C/c1ccccc1OC,-7,14,2.6,-0.4,0,51,-1,25,0.0
COc1ccc(CNC(=O)CN2CCN(S(=O)(=O)c3cccs3)CC2)cc1OC,-4,2,0.8,0.5,32,12,2,7,0.7
O=c1c(C(c2ccc(O)cc2)c2c(O)nc3n(c2=O)CCS3)c(O)nc2n1CCS2,4,6,-3.3,0.7,1,23,0,x,0.3
Cc1cccnc1NC(=S)Nc1ncccc1C,-14,-1,-14,1.9,11,4,2,12,-1.4
Cc1nn(-c2ccccc2)c(Cl)c1/C=C1\SC(=S)N(CCCCCC(=O)O)C1=O,1,-7,2.8,1.3,24,5,0,12,0.8
COc1cccc(C(C(=O)NC2CCCC2)N(Cc2ccccc2OC)C(=O)c2ccco2)c1 (stereo unspecified),1,-1,-1.3,-0.5,7,34,-5,9,0.7
COc1ccc(CC(=S)N2CCOCC2)cc1,-2,34,-3.0,0.2,-2,-8,46,9,-0.1
C/C(=N\NC(=O)C1(C)CC1(Br)Br)c1cccc(NC(=O)C2CCC2)c1 (stereo unspecified),-9,1,3.3,0.4,5,-20,0,8,1.7
COCCNC(=O)c1ccccc1NC(=O)Nc1ccccc1,2,-4,-0.8,1.0,17,-46,2,3,6.5
CCCCCc1nc2c(c3c1CCCC3)CCCC2,-12,1,4.4,-0.3,11,51,-1,10,-0.4
CCOC(=O)Cn1cc([N+](=O)[O-])c(OC)n1,-5,-2,0.2,0.6,3,19,1,6,-0.4
Cn1c2ccc(Cl)cc2c2nc3ccccc3nc21,-15,-13,0.8,0.4,2,-1&-1,-19,17&9,6.2
O=C1NCCCC1C(=O)Nc1ccccc1C(F)(F)F (stereo unspecified),0,-1,0.6,0.5,1,28,-2,11,0.1
O=C(NCCCN1CCOCC1)c1ccc(Sc2ccc(Br)cc2)c([N+](=O)[O-])c1,1,2,0.3,0.7,1,-75,1,8,1.5
Cc1ccc(OCC(=O)Nc2nnc(-c3ccco3)s2)cc1,7,0,3.5,1.5,23,-14,5,13,-0.6
CCOC(=O)C(CSCC(=O)c1ccc(Cl)cc1)NC(=O)OC(C)(C)C (stereo unspecified),-2,0,-1.9,0.8,-16,34,0,11,-0.2
CN(C(=O)CSc1nc2c(c(=O)[nH]1)CCC2)c1ccccc1,-2,3,-0.7,1.1,-3,19,0,7,0.2
C=CCn1c(C(C)NC(=O)c2ccc(C)cc2)n[nH]c1=S (stereo unspecified),-4,10,0.2,0.3,5,-8&33,3,8&10,0.8
CC(O)CNc1nc(Cl)c(C#N)s1 (stereo unspecified),-4,-8,0.1,0.4,14,23,-2,5,1.8
C=CCOC(=O)C1=C(C)N=c2s/c(=C3\C(=O)N(CC(=O)O)c4ccccc43)c(=O)n2C1c1ccc(OC)cc1 (stereo unspecified),-1,-35,-1.9,1.8,49,26,53*,7,0.4
Cc1[nH]n(-c2ccc(C(=O)O)cc2)c(=O)c1CCO,-14,0,0.2,0.1,14,30,0,7,0.6
O=C(CN1CCSCC1)N/N=C/c1ccc(F)cc1,4,-1,1.1,0.0,0,5,0,6,0.4
CCn1cc(C(=O)O)c(=O)c2cnc(N3CCN(C(=S)NC(=O)c4ccccc4Cl)CC3)nc21,-5,-1,0.4,0.5,12,6,-3,13,0.1
CCCC(=O)NC(=S)Nc1ccccc1F,-5,-4,-3.5,0.9,0,8,-2,10,-0.1
CS(=O)(=O)Nc1ccc(C(=O)N2CCCC2)cc1,-13,-4,0.0,0.0,-1,22,0,6,0.3
COc1ccc(NC(=S)N(CCN(C)C)C(C)c2ccco2)cc1 (stereo unspecified),-5,1,1.4,1.1,0,25,1,8,0.0
CCOC(=O)C1(C(F)(F)F)N=C(C(F)(F)F)Nc2cc(C)c(C)cc21 (stereo unspecified),-8,0,-0.3,0.5,-9,35,-1,7,x
O=C(Cc1ccccc1)N/N=C/c1ccc(OC(=O)/C=C\c2ccco2)cc1,-8,0,0.3,1.2,-1,14,17,8,0.0
Cc1cc(C)nc(-n2nc(C)c(Sc3ccc(F)cc3)c2N)n1,0,-3,-3.0,-0.7,2,-18,-2,11,0.4
CC(=O)c1ccc(NS(=O)(=O)c2ccc(C)cc2)cc1,-2,0,12,0.4,-12,27,1,7,0.3
Cc1ccc(S(=O)(=O)NNC(=O)c2cccs2)c(C)c1,-11,-1,1.3,0.1,3,25,-1,7,0.7
O=C(Cc1ccccc1Cl)NC1(O)C(=O)c2ccccc2C1=O,6,-2,-9.1,-0.8,9,-32,2,14,0.1
COc1ccc2nc(SCC(=O)Nc3ccccc3C#N)[nH]c2c1,-1,2,0.5,-1.4,1,-35,1,4,0.6
COc1ccc(C2(CNC(=O)Cc3ccccc3)CCCC2)cc1OC,1,-6,-0.6,-0.5,0,3,x,16,1.8
Cc1ccc2[nH]c(=O)c(CN(CCCN3CCOCC3)Cc3nnnn3C3CCCC3)cc2c1,-5,-6,0.2,0.1,-1,0,2,15,-0.4
COc1ccc(-n2c(SCC(=O)Nc3ccc(C(=O)O)cc3)nnc2-c2cccs2)cc1,-11,0,0.8,-0.3,-1,37,1,12,0.7
Cc1cccc(S(=O)(=O)Nc2ccc(-c3nc4ccc(C)cc4s3)cc2)c1,-32,13,0.8,1.3,10,-46,4,5,-0.9
O=C(NN=C1CCCCCCCCCCC1)c1cccc(S(=O)(=O)N2CCOCC2)c1,-3,2,1.3,1.1,1,-4,-1,5,-0.1
Cc1ccccc1C(=O)N1CCN(c2ccc(NC(=O)c3cccnc3Cl)cc2)CC1,-8,1,2.4,1.5,18,-27,1,6,3.7
O=C(CCCN1C(=O)/C(=C/c2ccco2)SC1=S)Nc1cccc(C(=O)O)c1,2,-3,1.2,1.2,82*,-27,34,21,-0.3
Cn1c(=O)n(CC(=O)Nc2cccnc2)c2ccccc21,2,x,-1.9,0.5,9,x,x,0,-0.2
COc1cc(C(=O)Nc2nc3ccccc3[nH]2)ccc1OC(F)F,-12,1,-13,-0.9,12,-42,1,14,1.5
CCCc1c(C)nc2c(Br)cccc2c1Cl,3,0,-0.5,1.3,2,16,0,6,-0.1
CCOc1ccc(OCCN2C(=O)NC(Cc3c[nH]c4ccccc34)C2=O)cc1 (stereo unspecified),-2,0,5.2,-1.0,0,11,-1,4,0.6
CCCN=C1CC(C)(C)CC(=O)/C1=C(/O)CCC,-4,-2,-1.2,0.4,24,8,1,6,7.9
COc1ccccc1CNC(=O)COC(=O)CCC(=O)c1cccs1,-4,2,-1.6,-0.5,16,5,0,4,0.5
O=C(O)c1ccc(NC(=O)c2cn(-c3ccccc3)nc2-c2ccccc2)cc1,-5,-3,0.2,0.0,-22,9,3,10,-0.1
Cc1ccc(OC(=O)COc2ccccc2)c(-n2nc3ccccc3n2)c1,-4,-5,-10.0,0.1,-24,8,-3,15,0.1
CC(C)C(=O)Nc1ccc(N2CCN(S(C)(=O)=O)CC2)cc1,-6,-1,-2.1,-0.5,0,-16,3,20,0.1
O=C(c1ccccc1)c1ccc(OCC(O)CN2CCN(S(=O)(=O)N3CCCCC3)CC2)cc1 (stereo unspecified),4,2,-2.4,-1.1,0,-30,-3,6,0.2
# Next section
SMILES,RBBP9 inhibitor,Runt-SMMHC FRET,TNF death inh,PERK inh,Hck Nef HTS,EP2 mod,Runt-CBFb FRET,EP2 antag,zVAD death inh
O=S(=O)(NC1CCCCCC1)c1ccc(Br)s1,-5,2,1.9,1.2,8,50,-1,10,-0.1
O=C(COc1ncnc2ccc(Br)cc12)N1CCOCC1,-1,-2,1.1,-0.4,2,16,0,16,-0.2
COc1ccc(C(=O)C2CCCN(C(=O)c3ccc4cc[nH]c4c3)C2)c(C)c1 (stereo unspecified),-7,1,0.6,-0.1,27,-98,-1,9,1.6
Cc1ccc(-c2c(C#N)c(N)nc3c2CCCC3)s1,-6,7,-4.7,-0.4,0,-3,7,6,0.3
CCCCOC(=O)Nc1nnc(CCOCC)s1,-4,-2,-1.2,1.1,9,18,0,11,-0.8
COc1ccc(-n2nc([N+](=O)[O-])c(=NCCCN3CCCC3=O)n2O)cc1,6,-1,-0.5,1.2,1,-13,-2,7,-0.1
O=C(Cn1c(O)c(/C=C2\C=Nc3ccccc32)sc1=O)N1CCOCC1,0,13,-0.5,1.3,9,-75,8,11,0.1
CCOC(=O)N1CCN(C(=O)CCn2c(=S)[nH]c3cc(OCC)c(OCC)cc3c2=O)CC1,-5,-3,0.5,-0.2,3,15,0,x,0.3
CCN(/N=C/c1ccc(Cl)cc1)c1cc(=O)n(C)c(=O)[nH]1,2,8,2.1,0.1,4,-1,4,12,15
Cc1c(-n2c(SCC(=O)O)nnc2-c2ccccc2Br)c(=O)n(-c2ccccc2)n1C,2,-2,0.4,-0.5,-1,-23,0,0,0.4
O=C(CCS(=O)(=O)Cc1ccccc1F)NCCCN1CCCCC1,-8,4,-0.6,0.3,2,8,0,-5,1.9
Cc1ccc2nc(C)c3c(c2c1)SCC3,-7,0,-2.6,-0.3,15,6,0,10,0.0
Cc1ccc(NC(=O)COc2ccc(Br)cc2CO)cc1,-6,3,1.0,-1.9,-2,-12,0,8,-0.1
COc1cc2c(cc1NC(=O)CSc1nnc(COc3ccc(Cl)cc3)n1C)oc1ccccc12,-4,-5,-4.2,1.2,1,31,-11,2,0.6
Cc1c(NC(=O)CSc2ccccc2C(=O)Nc2cccnc2)c(=O)n(-c2ccccc2)n1C,3,0,-0.1,0.7,7,13,2,13,1.4

# Laid out differently: results already given.
canonical_smiles | RBBP9 inhibitor | Runt-SMMHC FRET | TNF death inh | PERK inh | Hck Nef HTS | EP2 mod | Runt-CBFb FRET | EP2 antag | zVAD death inh
COc1cc2c(cc1NC(=O)CSc1nnc(COc3ccc(Cl)cc3)n1C)oc1ccccc12 | -4 | -5 | -4.2 | 1.2 | 1 | 31 | -11 | 2 | 0.6
Cc1c(NC(=O)CSc2ccccc2C(=O)Nc2cccnc2)c(=O)n(-c2ccccc2)n1C | 3 | 0 | -0.1 | 0.7 | 7 | 13 | 2 | 13 | 1.4

# From PubChem
